mABHD4 FP – inhibitors of mouse ABHD4 | 0.54% of 370,000 active | purified mABHD4, FP-Rh probe fluorescence polarization | AID 720543 | inhibition, % at 8.92 µM;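 active = inhibition exceeding the mean over every tested compound plus 3 SD, cut at about 30% in these data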;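 note: 0% = plate median of compound wells and 100% = S159A mutant with DMSO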
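Assay system: mABHD4 protein; medium: HEPES pH 7.0, NaCl, Pluronic buffer; dosing: 8.92 µM, single dose; schedule: 45 min + 60 min at 25 °C; signal: FP readout, ex 525 nm / em 598 nm; read-out: normalized percent inhibition of probe labeling; repeats: single replicate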
TCR-CD3 inh – inhibitors of human TCR-CD3 interaction; TAMRA-labeled TCR probe fluorescence, biochemical; inhibition, % at 9.4 µM; 0.37% of 360,000 active; in the data active = inhibition above about 19%;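 note: recombinant mutant TCR 2C K166C tagged with TAMRA read by polarization; 0% = receptor in buffer alone and 100% = receptor with positive control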
MBD2 inh – blocks human MBD2 binding to methylated DNA; TR-FRET, MBD2 binding to methylated oligonucleotide; inhibition, % at 4.4 µM; Q9UBB5; 0.31% of 370,000 active; in the data active = inhibition above about 13%
SIAE inh – blocks human sialic acid acetylesterase; 0.69% of 370,000 active; inhibition, % at 9.66 µM; Q9HAT2; SIAE FP-Rh probe binding, fluorescence polarization; AID 1053197;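 active = inhibition above a cutoff: mean of compounds within the control limits plus 3 SD of those, cut at about 17% in these data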;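 note: 0% = plate median of compound wells and 100% = probe without SIAE protein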
Target sequence (Q9HAT2 whole entry, looked up): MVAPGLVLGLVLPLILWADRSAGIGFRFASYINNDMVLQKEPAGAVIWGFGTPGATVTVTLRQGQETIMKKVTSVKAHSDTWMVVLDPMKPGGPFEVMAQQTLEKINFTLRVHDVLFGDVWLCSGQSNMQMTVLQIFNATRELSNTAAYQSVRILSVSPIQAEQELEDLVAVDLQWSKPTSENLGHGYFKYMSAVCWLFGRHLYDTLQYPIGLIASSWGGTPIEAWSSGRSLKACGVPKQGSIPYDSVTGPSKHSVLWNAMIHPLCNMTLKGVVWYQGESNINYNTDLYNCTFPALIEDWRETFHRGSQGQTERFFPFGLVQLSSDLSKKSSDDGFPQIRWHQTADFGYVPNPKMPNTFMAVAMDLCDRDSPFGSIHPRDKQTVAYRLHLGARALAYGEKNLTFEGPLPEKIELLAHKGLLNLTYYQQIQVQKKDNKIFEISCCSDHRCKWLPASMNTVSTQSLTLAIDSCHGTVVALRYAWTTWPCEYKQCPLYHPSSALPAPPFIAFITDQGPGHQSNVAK
NPR2 activator – GC-B (human) receptor activation; activation, % at 10 µM; HEK293-GC-B cells, CNP EC30, cGMP TR-FRET; 0% at EC30 CNP, 100% saturating CNP; 0.11% of 370,000 active; P20594; AID 1920062;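 active = activation at 10 µM reaching about 35% in either raw or pattern-adjusted values, limit read from the data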
PRMT1 FP inh – inhibitors of human PRMT1. Q99873. recombinant PRMT1, activity-based probe fluorescence polarization. inhibition, % at 2.79 µM. 1.3% of 370,000 active. AID 652257;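 active = inhibition above about 21% made by adding two undisclosed values, limit read from the data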
Target sequence (Q99873 whole entry, looked up): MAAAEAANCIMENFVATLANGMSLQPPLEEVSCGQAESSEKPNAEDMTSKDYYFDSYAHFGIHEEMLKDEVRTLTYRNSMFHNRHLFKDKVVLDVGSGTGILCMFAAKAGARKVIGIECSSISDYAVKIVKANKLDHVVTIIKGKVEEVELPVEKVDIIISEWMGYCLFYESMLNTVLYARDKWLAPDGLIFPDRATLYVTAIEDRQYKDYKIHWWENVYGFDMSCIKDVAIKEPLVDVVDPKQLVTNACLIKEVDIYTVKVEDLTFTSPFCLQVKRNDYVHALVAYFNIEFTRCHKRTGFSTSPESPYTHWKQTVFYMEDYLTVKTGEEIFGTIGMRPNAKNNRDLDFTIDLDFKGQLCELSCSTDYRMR
rCAG binder – binds r(CAG) RNA repeats. r(CAG) RNA repeat, TO-PRO-1 dye displacement fluorescence. inhibition, % at 3 µM. 1.3% of 370,000 active. AID 651821;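 active = inhibition above the plate cutoff, the mean of all test compounds on that plate plus 3 SD, cut at about 35% in these data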;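 note: 0% = DMSO alone and 100% = 100 µM mitoxantrone as full dye displacement; higher means more dye released from RNA so lower well fluorescence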
LEDGF integ inh – blocks HIV-1 LEDGF/p75-dependent DNA integration; inhibition, % at 3.7 µM; 0.64% of 370,000 active; TR-FRET IN-LEDGF/p75 DNA integration, Eu/Cy5;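 active = inhibition above the screen-wide mean plus 3 SD, cut at about 13% in these data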;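 note: signal is the Cy5 over europium emission ratio at 671 and 618 nm; 0% = plate median of compound wells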
HTRA1 inhibitor – inhibitors of human serine peptidase HTRA1 | Q92743 | recombinant HTRA1, FP-rhodamine activity-based probe, fluorescence polarization | inhibition, % at 5.96 µM | 0.5% of 340,000 active | AID 504803; in the data active = inhibition above about 36%;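 note: 0% = enzyme with DMSO and 100% = wells lacking enzyme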
TDP2 absorb – blocks human TDP2 phosphodiesterase activity; O95551; recombinant TDP2, T5PNP hydrolysis, p-nitrophenol absorbance 415 nm; inhibition, % at 12.8 µM; 0.34% of 370,000 active; AID 720702;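 active = inhibition above the mean of all tested compounds plus 3 SD, set per campaign, cut at about 25% in these data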;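 note: 0% = DMSO with enzyme and 100% = buffer with substrate but no TDP2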
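System – recombinant human TDP2 · Amount – 120 nM TDP2 per well · Buffer or medium – Mg2+-containing Tris-HCl buffer, pH 7.5 · Reagent – T5PNP substrate, 5 mM · Dosing – 12.8 µM single point, 1% DMSO · Incubation – 2 h at 37 °C · Measured by – epi absorbance · Read-out basis – percent inhibition · Benchmarks – high control without enzyme, low control DMSO plus TDP2 · Repeats – singlicate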
* hit, by the source's call; x = no result given. This is a subset (hit frequency here may not be typical).

SMILES	mABHD4 FP	TCR-CD3 inh	MBD2 inh	SIAE inh	NPR2 activator	PRMT1 FP inh	rCAG binder	LEDGF integ inh	HTRA1 inhibitor	TDP2 absorb
COc1ccc(/C=C/C(=O)N(C)C2CCS(=O)(=O)C2)cc1 (stereo unspecified)	1	-4	-1	-7	1	-1	-1	3	3	3
CCN1C(C)=C(C)S/C1=C1\SC(=S)N(N)C1=O	-1	1	-1	9	-9	-6	-2	-1	-3	11
CCOc1ccc(-c2c(C(=O)N/N=C(\C)c3cccs3)nnn2-c2nonc2N)cc1	3	3	-3	12	-4	-6	-2	-5	-9	-10
COc1ccc(N2CCN(S(=O)(=O)CCNC(=O)Cc3ccc([N+](=O)[O-])cc3)CC2)cc1	4	9	-5	-7	2	2	-2	0	5	-6
Cc1ccc(OCC(=O)Nc2ccc(N3CCN(C(=O)c4ccc(C)cc4)CC3)cc2)cc1	2	-3	1	0	0	3	-2	-4	3	1
CC(C)(C)SCCNC(=O)CN(c1ccccc1)S(=O)(=O)c1ccccc1	-5	-1	-1	0	0	0	-3	1	3	-4
N#Cc1ccc(-c2ccc(F)cc2)nc1Oc1ccccc1	-5	0	2	4	5	2	-2	-1	-4	0
COc1ccc(-c2oc3ccccc3c(=O)c2OCC(=O)O)cc1	4	-1	4	3	8	-2	4	1	6	-6
CCN(CC)S(=O)(=O)c1cccc(NC(=O)CN2C(=O)c3ccc([N+](=O)[O-])cc3C2=O)c1	3	-1	7	1	2	2	12	-6	5	-4
OCC[C@@H]1C[C@@H](O)[C@H](O)[C@@]2(OCc3ccccc32)O1	3	1	3	3	2	-3	-3	3	6	-4
CC(C)=CC(=O)Nc1nnc(C)s1	-2	-6	2	-2	10	0	2	0	1	8
O=C(N1CCC(Cc2ccccc2)CC1)n1ncc(C(O)(c2ccccc2)c2ccccc2)n1	77*	x	0	-3	1	3	x	4	x	-6
CCOC(=O)C1(Cc2ccccc2C#N)CCCCC1=O (stereo unspecified)	4	0	6	0	1	0	-3	-2	4	6
CC(=O)NC1=NN(C(C)=O)C2(S1)C(=O)N(C(C)C)c1ccc(C)cc12 (stereo unspecified)	1	2	4	0	3	-1	-3	-2	-2	-2
COc1ccc(CC(NC(C)=O)C(=O)NC2CCN(c3c4c(nc5ncnn35)CCC4)CC2)cc1 (stereo unspecified)	6	-1	-3	-2	1	-1	-3	1	3	-1
Cc1cccc(N(C(=O)Cn2nnc3ccccc32)C(C(=O)NCc2ccco2)c2ccncc2)c1C (stereo unspecified)	3	2	-6	-4	-13	-1	-2	-3	3	5
COc1ccc(C(=O)N[C@H](C(=O)OCc2nc3ccsc3c(=O)[nH]2)C(C)C)cc1	-10	-2	-3	-15	1	-2	7	6	0	-10
COC(=O)c1ccc(C(=S)N2CCCCC2)cc1	3	6	5	0	-2	0	-5	4	-1	2
Cn1c(CCN2CCCC2)nc2cc(NC(=O)COc3ccc(Cl)cc3)ccc21	-6	0	1	-2	0	-1	4	2	0	-12
O=C(Cn1nc(-c2ccco2)ccc1=O)Nc1ccc(Cl)c(Cl)c1	-26	-1	-2	-19	-4	19	23	2	-35	-18

Random excerpt: four entries already listed
SMILES	mABHD4 FP	TCR-CD3 inh	MBD2 inh	SIAE inh	NPR2 activator	PRMT1 FP inh	rCAG binder	LEDGF integ inh	HTRA1 inhibitor	TDP2 absorb
N#Cc1ccc(-c2ccc(F)cc2)nc1Oc1ccccc1	-5	0	2	4	5	2	-2	-1	-4	0
COc1ccc(C(=O)N[C@H](C(=O)OCc2nc3ccsc3c(=O)[nH]2)C(C)C)cc1	-10	-2	-3	-15	1	-2	7	6	0	-10
CC(C)=CC(=O)Nc1nnc(C)s1	-2	-6	2	-2	10	0	2	0	1	8
CCOC(=O)C1(Cc2ccccc2C#N)CCCCC1=O (stereo unspecified)	4	0	6	0	1	0	-3	-2	4	6

Later entries.
SMILES	mABHD4 FP	TCR-CD3 inh	MBD2 inh	SIAE inh	NPR2 activator	PRMT1 FP inh	rCAG binder	LEDGF integ inh	HTRA1 inhibitor	TDP2 absorb
CC(C)CCNc1nc2c(c(=O)[nH]c(=O)n2C)n1CC(O)COC(C)C (stereo unspecified)	2	-6	0	1	-3	-2	-9	4	3	-13
CCC(C(=O)c1ccc(O)cc1)c1ccccc1 (stereo unspecified)	-2	-1	5	-3	4	2	-4	0	-7	2
CCOC(=O)c1c(C)[nH]c(C(=O)COC(=O)c2ccc([N+](=O)[O-])o2)c1C	0	1	3	9	0	2	3	0	7	7
Cc1noc(C)c1NC(=O)N(C)C[C@H]1Oc2c(NC(=O)C3CC3)cccc2C(=O)N([C@H](C)CO)C[C@@H]1C	4	4	0	2	4	0	1	-3	2	3
COc1ccc(NC(=O)N2CCCC(C(=O)Nc3ccccc3OC)C2)cc1 (stereo unspecified)	0	-3	3	-3	10	0	-2	-4	7	-1
Cc1ccc(/C=C2/NC(=O)N(Cc3ccccc3F)C2=O)o1	3	-3	-3	9	42*	83*	14	7	5	-8
CC(CCc1ccccc1)NC(=O)CCNS(=O)(=O)c1ccccc1 (stereo unspecified)	1	1	-3	2	4	-5	-3	-1	2	-4
CC(OC(=O)c1ccc([N+](=O)[O-])o1)C(=O)Nc1nc(-c2ccc(F)c(F)c2)cs1 (stereo unspecified)	-11	-2	5	5	-2	2	10	-5	-5	7
CC(=O)NS(=O)(=O)c1ccc(NC(=O)c2ccccc2F)cc1	7	0	8	-3	4	0	2	-1	8	11
CC(=O)Nc1cc(Cl)c(N=Cc2ccc(O)cc2O)cc1Cl	-32	-5	-8	-20	0	-1	31	24*	-6	-3
CC(C)C[C@@H](CNCC(=O)[C@H](Cc1ccccc1)NC(=O)c1[nH]cnc1C(=O)N[C@@H](C)CN)NC(=O)c1nc[nH]c1C(=O)N[C@@H](CC(=O)O)C(=O)O	7	-1	-2	-7	-2	-1	8	-2	1	9
COc1ccc(Br)c(C(=O)OCC(=O)N2CCc3ccccc32)c1	-7	-6	-3	4	3	-2	4	2	-20	7
O=C(Nc1ccc(-n2cnnn2)cc1)c1cccc(S(=O)(=O)N2CCCC2)c1	-4	-6	2	3	-6	3	8	-4	0	-3
CCN(CC)S(=O)(=O)c1ccc(C(=O)N2CCN(C(=O)c3ccco3)CC2)cc1	-2	-6	-4	10	2	0	0	0	4	8
C=CCOc1nc2c(c(=O)n(C)c(=O)n2C)n1Cc1ccc(Cl)cc1	-3	2	0	3	15	0	-6	-1	-5	5
COc1ccc(Nc2ccc(N3C(=O)CCCC3=O)cc2[N+](=O)[O-])c(OC)c1	2	5	-9	8	-3	1	1	0	0	-8
c1ccc(Nc2nc3ccccc3[nH]2)nc1	9	4	-2	10	1	4	4	-1	6	-7
COc1ccc(-c2cc(CNC(=O)CN3CCN(C)CC3)on2)cc1	0	2	3	3	2	7	-6	6	-5	14
COc1ccc(CNC(=O)C(=O)N2CCC3(CC2)OCCN3S(=O)(=O)c2ccc(C)cc2)cc1	0	-3	0	-2	4	5	-6	-1	-9	7
COc1ccc(NC(=O)COC(=O)c2ccc(S(=O)(=O)N3CCCCCC3)cc2)c(OC)c1	-2	3	6	3	-1	-2	0	6	-3	-3
Cc1ccc(S(=O)(=O)N2CCCCC2)cc1NC(=O)c1cccs1	-1	0	0	-1	-1	-1	1	5	-2	0
CN(C)S(=O)(=O)c1ccc(NC=C(C#N)C#N)cc1	4	-5	4	-3	-6	2	1	-6	-4	4
O=C(N/N=C/c1ccc2ncccc2c1)c1cccc([N+](=O)[O-])c1	6	4	-3	4	0	2	1	1	6	-9
Cn1c(Cc2ccccc2)nnc1SCC(=O)N1CCOCC1	-9	-9	-1	-7	1	2	3	2	7	-2
CC(C)CC(NC(=O)C1CCCN1C(=O)OC(C)(C)C)C(=O)NCC(N)=O (stereo unspecified)	-3	-5	1	-2	3	-2	2	7	6	-17
CCOC(=O)Nc1nc(C)c(C(=O)c2ccc(Cl)cc2)s1	-1	7	-4	-10	-5	-2	6	-2	2	-4
CC(C)N1CCCCC(NC(=O)c2ccc(Cl)cc2Cl)C1=O (stereo unspecified)	-7	x	7	-4	-2	6	4	0	x	-2
COc1nccc(-c2ccc(F)cc2)c1C#N	-3	5	2	2	2	-1	-4	-1	4	-7
C=CCOC(=O)/C(=C\c1ccc(OC)cc1)NC(=O)c1ccco1	-4	2	-11	0	-1	-2	-2	0	-3	-1
O=C(O)c1cc(S(=O)(=O)Nc2ccc3cn[nH]c3c2)ccc1Br	12	-6	-1	16	0	6	8	3	12	18

4 compounds out of the list above, arranged by their value in MBD2 inh, lowest first:
compound | MBD2 inh
C=CCOC(=O)/C(=C\c1ccc(OC)cc1)NC(=O)c1ccco1 | -11
O=C(N/N=C/c1ccc2ncccc2c1)c1cccc([N+](=O)[O-])c1 | -3
Cn1c(Cc2ccccc2)nnc1SCC(=O)N1CCOCC1 | -1
COc1nccc(-c2ccc(F)cc2)c1C#N | 2

New compounds follow
SMILES	mABHD4 FP	TCR-CD3 inh	MBD2 inh	SIAE inh	NPR2 activator	PRMT1 FP inh	rCAG binder	LEDGF integ inh	HTRA1 inhibitor	TDP2 absorb
CC(=O)c1ccc(N2CCN(C(=S)NCc3ccco3)CC2)cc1	-15	-5	3	-1	x	8	4	7	7	-14
N#CC(C#N)=C1C(=O)N(CCN2CCOCC2)c2ccccc21	0	2	-11	6	3	-3	7	1	13	-9
O=C(NCCN1CCOCC1)c1ccccc1N1C(=O)[C@@H]2Cc3c([nH]c4ccccc34)C(c3ccccc3)N2C1=O (stereo partly specified)	3	-1	-1	1	1	9	6	-2	-19	0
O=C1C2CCCN2C(c2ccccc2)N1c1cccc(Cl)c1 (stereo unspecified)	-3	-4	3	-4	-11	3	-2	-6	1	7
O=C(COc1ccccc1[N+](=O)[O-])N(Cc1cccc(Br)c1)C1CCS(=O)(=O)C1 (stereo unspecified)	5	0	1	0	-4	1	2	-9	-4	-8
Cc1ccc(-c2nc(C=Nc3ccc(O)cc3)c(O)o2)cc1	7	5	-5	9	-7	-1	8	3	-1	-11
CNCC(O)COc1cccc(OC)c1 (stereo unspecified)	0	5	5	-1	2	-1	-3	1	5	19
O=C(NCc1ccccc1)C1CCCN1S(=O)(=O)c1ccc(Cl)cc1 (stereo unspecified)	3	1	0	-1	5	0	-5	0	6	18
Cc1cccc(C2CC(c3ccccc3)Nc3ncnn32)c1 (stereo unspecified)	-2	-8	-2	-2	1	4	-4	-3	-2	-4
O=C(O)CC(CC(=O)Nc1ccc(F)c(Cl)c1)c1ccc(Cl)cc1Cl (stereo unspecified)	-2	-4	-1	-3	-1	-6	24	0	-5	4
COc1ccc(NC(=O)c2ccco2)cc1NC(=O)c1cccs1	1	3	-3	0	5	1	2	1	1	8
CC(C)C[C@H]1CN([C@@H](CC(C)C)CN2CCC[C@H]2CN2C(=O)C(=O)NC[C@@H]2Cc2ccccc2)C(=O)C(=O)N1CCc1ccccc1	7	5	-1	-2	-7	-3	1	0	x	3
CC(C)CNC(=S)N1CCN(c2nc3ccccc3s2)CC1	-15	-8	-3	-4	2	-5	-2	12	-6	-5
COc1cc(Cn2nnc3ccccc32)ccc1O	1	-2	-1	2	6	-2	1	-1	5	2

Compound activity deposited in PubChem BioAssay by several laboratories.
